Screening results as filed in PubChem.
RNase H inhibition: RNase H inhibition, HIV 1 Gag Pol polyprotein, FRET biochemical assay, screening (AID 372); HIV-1 RT RNase H, FRET RNA/DNA substrate fluorescence; higher % means a stronger effect; inhibition, % at 10 µM; hits with a dose series show IC50 in µM; 0.77% of 100,000 active; in the data active = inhibition above about 50%
An asterisk follows results filed as active.

CC(C)(C)n1[nH]c2c3c(ccc2c1=O)C(=O)c1ccccc1C3=O
  RNase H inhibition = 3.0%

Cc1cccc(Nc2nc3nonc3nc2N2CCC(C)CC2)c1C
  RNase H inhibition = 23.0%

Cc1c(Cl)cccc1N(CC(=O)Nc1ccc(F)cc1)S(=O)(=O)c1ccccc1
  RNase H inhibition = 13.0%

CCOC(=O)c1cnn2c(C(F)(F)F)cc(-c3ccc(C)cc3)nc12
  RNase H inhibition = 1.0%

Cc1cccc(NC(=O)c2cc([N+](=O)[O-])ccc2Cl)c1
  RNase H inhibition = 2.0%

Cc1ccc(S(=O)(=O)N(CC(=O)NCc2ccco2)c2cc(C)cc(C)c2)cc1
  RNase H inhibition = 17.0%

O=S1(=O)CCC(NC(=S)N/N=C/c2cccc3ccccc23)C1 (stereo not drawn)
  RNase H inhibition = 13.0%

O=C(/C=C/c1ccccc1)Nc1ccc(-c2nc3ccccc3o2)c(O)c1
  RNase H inhibition = 45.0%

COc1cc(NC(=O)c2ccc([N+](=O)[O-])c(C)c2)ccc1NC(=O)c1ccco1
  RNase H inhibition = 5.0%

COc1ccc(C(=O)N(CCCCN2C(=O)c3ccccc3C2=O)c2ccc(C)cc2)cc1OC
  RNase H inhibition = 26.0%

O=C(Nc1ccc(-c2nc3ccccc3[nH]2)cc1)c1cccs1
  RNase H inhibition = 14.0%

CC/C(=N\NC(N)=O)c1ccc(O)c(OC)c1
  RNase H inhibition = 8.0%

Cc1cccc(Cc2cnc(NC(=O)/C=C/c3ccc(F)cc3)s2)c1
  RNase H inhibition = 0.0%

c1csc(CN2CCN(Cc3ccc4c(c3)OCO4)CC2)c1
  RNase H inhibition = 0.0%

COc1ccccc1C(NC(=O)Cc1ccccc1)c1c(OC(C)=O)ccc2ccccc12 (stereo not drawn)
  RNase H inhibition = 0.0%

CCOc1cc(/C=C2\SC(N)=NC2=O)cc(I)c1OS(=O)(=O)c1ccc(C)cc1
  RNase H inhibition = 22.0%

O=C(COc1ccc(Cl)cc1Cl)NC(c1ccccc1)c1c(O)ccc2ccccc12 (stereo not drawn)
  RNase H inhibition = 5.0%

CCCCc1cc(=O)oc2c(C)c(OCC(=O)OC)ccc12
  RNase H inhibition = 0.0%

Cc1cc2nc(-c3cccc(NC(=O)c4cccc([N+](=O)[O-])c4C)c3)oc2cc1C
  RNase H inhibition = 26.0%

O=C(CO)N/N=C/c1cccc(Br)c1
  RNase H inhibition = 0.0%

Cc1ccc2nc(-c3ccc(N=Cc4ccc(Cl)c(Cl)c4)cc3)sc2c1
  RNase H inhibition = 18.0%

COC(=O)C(=C/C=C/C=C/N(C)C)C(=O)OC
  RNase H inhibition = 1.0%

CCc1ccccc1OCCCOc1ccc(OC)cc1
  RNase H inhibition = 13.0%

O=CN1CCN(CCC(=O)Nc2cccc(Cl)c2)CC1
  RNase H inhibition = 16.0%

CC(O)c1ccc(NC(=O)c2cnn3c2NC(c2ccc(F)cc2)CC3C(F)(F)F)cc1 (stereo not drawn)
  RNase H inhibition = 15.0%

Cc1ccc(C(=O)NC(=S)Nc2cc(-c3nc4ccccc4o3)ccc2C)cc1
  RNase H inhibition = 19.0%

O=C(NC(Cc1ccccc1)c1nc2ccccc2[nH]1)c1cc(F)c(F)cc1Cl (stereo not drawn)
  RNase H inhibition = 0.0%

O=C(O/N=C(\c1ccncc1)c1ccc([N+](=O)[O-])cc1)c1ccc(Oc2ccccc2)cc1
  RNase H inhibition = 39.0%

O=C(Nc1ccc2ccccc2c1)c1ccc([N+](=O)[O-])cc1Cl
  RNase H inhibition = 20.0%

COc1ccccc1C=NN1CCN(C2c3ccccc3-c3ccccc32)CC1
  RNase H inhibition = 18.0%

Cc1ccccc1/C=C1/NC(=S)NC1=O
  RNase H inhibition = 0.0%

CCOC(=O)c1ccc(NC(=S)NC(NC(C)=O)C(Cl)(Cl)Cl)cc1 (stereo not drawn)
  RNase H inhibition = 6.0%

CCOC(=O)C(C(=O)Nc1ncccn1)C1CCCCC1 (stereo not drawn)
  RNase H inhibition = 3.0%

CC(=O)Nc1ccc(Nc2nc(-c3ccncc3)cs2)cc1
  RNase H inhibition = 0.0%

C[n+]1cn(CC(O)COc2ccccc2)c2ccccc21 (stereo not drawn)
  RNase H inhibition = 2.0%

CC(Oc1ccc(/C=C2/SC(=O)N(C)C2=O)cc1)C(=O)O (stereo not drawn)
  RNase H inhibition = 0.0%

COc1ccccc1NC(=O)c1ccccc1N(Cc1ccccc1)S(=O)(=O)c1ccccc1
  RNase H inhibition = 6.0%

CC(C)(C)N(Cc1ccccc1)C(=O)c1cccs1
  RNase H inhibition = 0.0%

O=C(NCCO)/C(=C\c1cccc(Br)c1)NC(=O)c1ccccc1
  RNase H inhibition = 1.0%

Cc1ccc(CNC(=O)CN(c2ccc(F)cc2)S(C)(=O)=O)cc1
  RNase H inhibition = 0.0%

CC(NC(=O)CN1CCN(C)CC1)C1CC2CCC1C2 (stereo not drawn)
  RNase H inhibition = 5.0%

O=C(NCc1cccnc1)c1nn2c(C(F)(F)F)cc(-c3ccccc3)nc2c1Br
  RNase H inhibition = 2.0%

Cn1c(=O)c2c(ncn2CC(=O)NNC(=S)Nc2ccccc2)n(C)c1=O
  RNase H inhibition = 0.0%

Nc1ccc2nc(SCc3ccc(Br)cc3)sc2c1
  RNase H inhibition = 15.0%

CC(=O)Nc1ccc(-c2nc(-c3ccccc3)c(-c3ccc(Br)cc3)[nH]2)cc1
  RNase H inhibition = 9.0%

Taken from the entries so far, 22 compounds:
CCc1ccccc1OCCCOc1ccc(OC)cc1
  RNase H inhibition = 13.0%

O=CN1CCN(CCC(=O)Nc2cccc(Cl)c2)CC1
  RNase H inhibition = 16.0%

CC(O)c1ccc(NC(=O)c2cnn3c2NC(c2ccc(F)cc2)CC3C(F)(F)F)cc1 (stereo not drawn)
  RNase H inhibition = 15.0%

Cc1ccc(C(=O)NC(=S)Nc2cc(-c3nc4ccccc4o3)ccc2C)cc1
  RNase H inhibition = 19.0%

O=C(NC(Cc1ccccc1)c1nc2ccccc2[nH]1)c1cc(F)c(F)cc1Cl (stereo not drawn)
  RNase H inhibition = 0.0%

O=C(O/N=C(\c1ccncc1)c1ccc([N+](=O)[O-])cc1)c1ccc(Oc2ccccc2)cc1
  RNase H inhibition = 39.0%

O=C(Nc1ccc2ccccc2c1)c1ccc([N+](=O)[O-])cc1Cl
  RNase H inhibition = 20.0%

COc1ccccc1C=NN1CCN(C2c3ccccc3-c3ccccc32)CC1
  RNase H inhibition = 18.0%

Cc1ccccc1/C=C1/NC(=S)NC1=O
  RNase H inhibition = 0.0%

CCOC(=O)c1ccc(NC(=S)NC(NC(C)=O)C(Cl)(Cl)Cl)cc1 (stereo not drawn)
  RNase H inhibition = 6.0%

CCOC(=O)C(C(=O)Nc1ncccn1)C1CCCCC1 (stereo not drawn)
  RNase H inhibition = 3.0%

CC(=O)Nc1ccc(Nc2nc(-c3ccncc3)cs2)cc1
  RNase H inhibition = 0.0%

C[n+]1cn(CC(O)COc2ccccc2)c2ccccc21 (stereo not drawn)
  RNase H inhibition = 2.0%

CC(Oc1ccc(/C=C2/SC(=O)N(C)C2=O)cc1)C(=O)O (stereo not drawn)
  RNase H inhibition = 0.0%

COc1ccccc1NC(=O)c1ccccc1N(Cc1ccccc1)S(=O)(=O)c1ccccc1
  RNase H inhibition = 6.0%

CC(C)(C)N(Cc1ccccc1)C(=O)c1cccs1
  RNase H inhibition = 0.0%

O=C(NCCO)/C(=C\c1cccc(Br)c1)NC(=O)c1ccccc1
  RNase H inhibition = 1.0%

Cc1ccc(CNC(=O)CN(c2ccc(F)cc2)S(C)(=O)=O)cc1
  RNase H inhibition = 0.0%

CC(NC(=O)CN1CCN(C)CC1)C1CC2CCC1C2 (stereo not drawn)
  RNase H inhibition = 5.0%

O=C(NCc1cccnc1)c1nn2c(C(F)(F)F)cc(-c3ccccc3)nc2c1Br
  RNase H inhibition = 2.0%

Cn1c(=O)c2c(ncn2CC(=O)NNC(=S)Nc2ccccc2)n(C)c1=O
  RNase H inhibition = 0.0%

Nc1ccc2nc(SCc3ccc(Br)cc3)sc2c1
  RNase H inhibition = 15.0%

(list continues)
CCOC(=O)c1c(C)oc2c(F)c(C(F)(F)F)c(F)c(F)c12
  RNase H inhibition = 10.0%

CC1(C)C2=C([N+](=O)[O-])CN(c3ccccc3)CN2C(C)(C)N1[O]
  RNase H inhibition = 13.0%

COc1ccc(NC(=O)c2c(NC(=O)c3ccc([N+](=O)[O-])cc3)sc3c2CCCC3)cc1
  RNase H inhibition = 16.0%

COCCOC(=O)c1c(C)oc2ccc(OCc3ccccc3F)cc12
  RNase H inhibition = 21.0%

O=C(Sc1nc2ccccc2o1)c1ccccc1
  RNase H inhibition = 9.0%

N#CC1=C(N)OC2=C(C(=O)CCC2)C1c1cc(Cl)ccc1[N+](=O)[O-] (stereo not drawn)
  RNase H inhibition = 0.0%

N#C/C(=C\c1ccco1)c1nc(-c2ccccc2)cs1
  RNase H inhibition = 23.0%

COc1ccc(C(=O)N2CCN(c3ccc([N+](=O)[O-])cc3Cl)CC2)cc1
  RNase H inhibition = 9.0%

NS(=O)(=O)c1ccc(NC(=O)CN(Cc2ccccc2)Cc2ccccc2)cc1
  RNase H inhibition = 5.0%

COc1ccc(NC(=O)CN2C(=O)c3ccccc3C2=O)cc1O
  RNase H inhibition = 4.0%

COc1ccc(OC)c(NC(=S)NC(NC(=O)c2ccc(C)cc2)C(Cl)(Cl)Cl)c1 (stereo not drawn)
  RNase H inhibition = 20.0%

O=[N+]([O-])c1cccc(S(=O)(=O)Nc2ccc(Oc3ccccc3)cc2)c1
  RNase H inhibition = 3.0%

CCC1=NC(C(F)(F)F)(C(F)(F)F)N=C(N2CCCCC2)O1
  RNase H inhibition = 0.0%

CC(=O)N1N=C(c2ccc([N+](=O)[O-])cc2)OC12CCCC2
  RNase H inhibition = 14.0%

COc1ccc(-c2nc(-c3ccc(Cl)cc3)no2)cc1
  RNase H inhibition = 7.0%

O=C1c2cccc([N+](=O)[O-])c2C(=O)N1CC(=O)N1c2ccccc2Sc2ccccc21
  RNase H inhibition = 13.0%

CCn1c2ccccc2c2cc(CNc3cc(-c4ccccc4)ccc3OC)ccc21
  RNase H inhibition = 0.0%

COc1ccc(CNC(=O)C(=O)NC(C)c2ccccc2)cc1 (stereo not drawn)
  RNase H inhibition = 27.0%

COc1cc(C)ccc1OCCOc1cc(C)ccc1C(C)C
  RNase H inhibition = 28.0%

O=C(/C=C/c1ccc(-c2cc(Cl)cc(Cl)c2)o1)c1ccccc1
  RNase H inhibition = 51.0%*

CCOC(=O)C1=C(C)N=c2s/c(=C/c3ccc(C(=O)OC)cc3)c(=O)n2C1c1ccc2c(c1)OCO2 (stereo not drawn)
  RNase H inhibition = 11.0%

Cc1cc2c(cc1C)N(C(=O)CN1C(=O)c3ccccc3C1=O)C(C)(C)c1ssc(=S)c1-2
  RNase H inhibition = 10.0%

COc1ccc(C(=O)Nc2cc(-c3nc4ccc(C)cc4o3)ccc2Cl)cc1[N+](=O)[O-]
  RNase H inhibition = 28.0%

CCC1=NN(C(=O)c2ccc([N+](=O)[O-])cc2)C(O)(c2ccncc2)C1 (stereo not drawn)
  RNase H inhibition = 12.0%

O=C(/C=C/c1cccc(NC(=O)c2ccc(Br)cc2)c1)c1cccc(NC(=O)c2ccc(Br)cc2)c1
  RNase H inhibition = 13.0%

CCc1cccc(C)c1NC(=O)c1ccc(OC)c([N+](=O)[O-])c1
  RNase H inhibition = 2.0%

CN(C)c1ccc(C(O)c2nccn2C)cc1 (stereo not drawn)
  RNase H inhibition = 3.0%

O=C(N/N=C/c1cc(Br)ccc1O)c1cccc([N+](=O)[O-])c1
  RNase H inhibition = 10.0%

COc1ccc(COC(=O)C2=C(C)NC3=C(C(=O)CC(C)(C)C3)C2c2ccc(OCCO)c(OC)c2)cc1 (stereo not drawn)
  RNase H inhibition = 16.0%

NCC(O)(c1ccc(Cl)cc1)c1ccc(Cl)cc1
  RNase H inhibition = 5.0%

COc1ccc(N2CCN(Cc3cc(C)c(OC)cc3C)CC2)cc1
  RNase H inhibition = 0.0%

COc1cc(C(=O)NCCCNc2ccc([N+](=O)[O-])cc2)cc(OC)c1OC
  RNase H inhibition = 10.0%

CN(Cc1ccccc1)C(=O)c1cccc([N+](=O)[O-])c1
  RNase H inhibition = 1.0%

Cc1ccc(-c2cc(-c3cc(Cl)ccc3O)[nH]n2)cc1
  RNase H inhibition = 6.0%

CS(=O)(=O)c1ccc2nc(NC(=O)c3ccco3)sc2c1
  RNase H inhibition = 2.0%

O=C(c1cccnc1)N1N=C(c2ccccc2)CC1(O)C(F)(F)C(F)(F)C(F)(F)F (stereo not drawn)
  RNase H inhibition = 4.0%

CC(C)(C)c1ccccc1OCC(O)CN1CCCCC1 (stereo not drawn)
  RNase H inhibition = 10.0%

O=C(COc1ccc(Br)cc1)Nc1ccc(Cl)c(Cl)c1
  RNase H inhibition = 8.0%

COc1ccccc1NC(=O)c1cc(I)ccc1Cl
  RNase H inhibition = 3.0%

O=C(Nc1nnc(CSCc2ccccc2)s1)Nc1ccc(Cl)cc1Cl
  RNase H inhibition = 39.0%

CCC(C)c1ccc(NC(=S)NC(=O)c2cccs2)cc1 (stereo not drawn)
  RNase H inhibition = 6.0%

CCOC(=O)CONC(=NCc1ccccc1)c1nonc1N
  RNase H inhibition = 0.0%

Cc1ccc(C=Nn2c(-c3ccc(C(C)(C)C)cc3)n[nH]c2=S)o1
  RNase H inhibition = 16.0%

COc1cccc(-n2c(C=C3C(=O)N(C)c4ccc(Br)cc43)nc3ccccc3c2=O)c1
  RNase H inhibition = 16.0%

Part of the list above, with bars between the fields:
SMILES | RNase H inhibition
CS(=O)(=O)c1ccc2nc(NC(=O)c3ccco3)sc2c1 | 2.0%
O=C(c1cccnc1)N1N=C(c2ccccc2)CC1(O)C(F)(F)C(F)(F)C(F)(F)F (stereo not drawn) | 4.0%

This is a subset, so the mix of outcomes need not match the whole.
